# KAT2A inh = GCN5L2 (KAT2A) acetyltransferase inhibition. AID 504327. Potency, µM (titrated, usually from 58.9 µM), for inactives: top-dose activity change, negative = inhibition, actives largely listed as inhibitors. Q92830. 390,000 tested, 0.21% active. GCN5L2 HAT assay, ThioGlo1 CoA-SH fluorescence
# Target sequence (Q92830 whole entry, looked up): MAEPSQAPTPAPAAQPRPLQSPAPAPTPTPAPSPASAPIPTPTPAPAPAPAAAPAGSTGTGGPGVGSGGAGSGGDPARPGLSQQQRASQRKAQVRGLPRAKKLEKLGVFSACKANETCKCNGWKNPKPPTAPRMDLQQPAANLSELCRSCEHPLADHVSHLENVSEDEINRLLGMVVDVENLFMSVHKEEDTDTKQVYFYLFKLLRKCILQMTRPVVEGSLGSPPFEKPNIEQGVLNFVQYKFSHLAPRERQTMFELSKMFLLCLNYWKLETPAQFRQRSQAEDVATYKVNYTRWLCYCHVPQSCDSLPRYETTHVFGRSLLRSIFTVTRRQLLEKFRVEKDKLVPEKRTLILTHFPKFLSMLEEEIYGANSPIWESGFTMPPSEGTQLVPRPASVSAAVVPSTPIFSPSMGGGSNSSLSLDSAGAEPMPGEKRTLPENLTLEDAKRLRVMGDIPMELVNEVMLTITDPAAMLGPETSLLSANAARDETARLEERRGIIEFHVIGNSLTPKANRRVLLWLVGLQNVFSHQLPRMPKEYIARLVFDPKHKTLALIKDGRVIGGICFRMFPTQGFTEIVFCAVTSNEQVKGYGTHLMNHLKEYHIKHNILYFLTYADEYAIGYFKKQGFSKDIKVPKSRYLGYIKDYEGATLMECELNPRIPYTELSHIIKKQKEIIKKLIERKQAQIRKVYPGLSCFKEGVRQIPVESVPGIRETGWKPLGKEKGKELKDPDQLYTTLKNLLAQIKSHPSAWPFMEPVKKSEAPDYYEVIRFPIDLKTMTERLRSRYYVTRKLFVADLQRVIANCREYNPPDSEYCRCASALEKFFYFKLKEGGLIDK
#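 Compounds, pin-transferred from DMSO stocks, meet 20nM GCN5L2 for 15 min before the reaction begins with H3(1-25) peptide (75uM) and acetyl-CoA (70uM). Thiol-reactive ThioGlo1 reports CoA release over 20 min at room temperature.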
# TDP1 inh = TDP1 (human) enzyme inhibition; recombinant TDP1, AlphaScreen DNA substrate cleavage; 350,000 tested, 0.28% active; AID 485290; Potency, µM (doses to about 130 µM), for the others: at the highest dose activity change, negative = inhibition, most hits filed as inhibitors; Q9NUW8; also: nearly all actives have a fitted effect of over 40% in size
#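 AlphaScreen read-out: signal falls as enzyme removes the 3' tyrosine-FITC from a 5'-biotinylated DNA oligo (15 nM, 5 min, RT). Enzyme was E. coli-made recombinant Tdp1 at 1 nM, exposed to compound for 15 min beforehand; beads 10 ug/ml, 10 min.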
# TDP1 cell noCPT = qHTS for Inhibitors of human tyrosyl-DNA phosphodiesterase 1 (TDP1): qHTS in cells in absence of CPT; AID 686978, 2013; Potency, µM (top dose mostly 46.2 µM), for inactives: at the top dose activity change, negative = growth inhibition, actives largely listed as inhibitors; 420,000 tested, 15% active; DT40 Tdp1-/- hTDP1 cells, no CPT, ATP luminescence, 48 h; also: nearly all actives have a fitted effect of over 55% in size
#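 Camptothecin absent (DMSO only). Human TDP1-complemented DT40 knockout cells, 400 cells/well, 37 °C for minimum 48 hr; ATP measured via CellTiter-Glo, 30 min dark incubation, luminescence.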
# The depositor's hits bear a star; ? = inconclusive; . = not tested or not shown; & = joins results of further samples; [ ] = another dose, or the depositor's remark. Calls follow the shape of the dose curve; as a rule, active = well fitted curve in the direction sought with a large enough effect; inconclusive = small, poorly fitted or top-dose-only effect, or another doubt; inactive = no such curve, though single readings can be large; an effect the other way counts as inactive or inconclusive. % is scaled to controls: 0 for no effect and ±100 for the full control effect; potency is read from the fitted curve at half-maximal effect.
SMILES,KAT2A inh,TDP1 inh,TDP1 cell noCPT
CCc1ccc(OCCCC(=O)Nc2ccc(S(N)(=O)=O)cc2)cc1,-10%,-2%,-28%
CCOC(=O)C1CCN(c2cc3c(cc2NC(=O)c2cc(OC)ccc2Br)n(C)c(=O)n3C)CC1,-4%,8%,12µM*
CC1=C(C#N)c2nc(N)c(C#N)c(C)c2/C1=C\c1ccc(OCC(=O)O)c(Cl)c1,?,0%,?
OCC1(CCOc2ccccc2)CCN(Cc2ccncc2)CC1,1%,.,?
O=S(=O)(Cc1ccc(Cl)cc1)Nc1ccc(Cl)cn1,8%,6%,0%
CCCN1CNc2c(c(=O)[nH]c(=S)n2CCc2cc(OC)cc(OC)c2)C1,.,-8%,?
O=C(COC(=O)c1ccc(Br)o1)c1ccc(S(=O)(=O)N2CCCCC2)cc1,0%,1%,-1%
O=C(Nc1cccnc1N1CCOCC1)c1cc2ccccc2oc1=O,-6%,6%,?
Cc1cc(CNC(=O)C(C)Cc2ccccc2)nn1C (centres undefined),-2%,1%&4%,-8%
O=C(c1ccc2c(c1)OCO2)N(CC1CCCO1)C1(C(=O)NC2CCCC2)CCCCC1 (centres undefined),-8%,4%,?
CC(C)(C)NC(=O)NC(=O)COC(=O)C1c2ccccc2Oc2ccccc21,-18%,.,-11%
Cc1nn(-c2ccccc2)c(Cl)c1/C=C1\SC(=S)NC1=O,-7%,11%,?
COc1ccc(N(C(=O)c2ccc(Br)o2)C2C=CS(=O)(=O)C2)c(OC)c1 (centres undefined),-3%,3%,18µM*
O=C(N/C(=C\c1cccnc1)C(=O)N1CCOCC1)c1ccco1,-7%,6%,16%
CC(C)c1nn2c(=O)cc(COC(=O)c3ccc(NC(=O)C4CCCCC4)cc3)nc2s1,5%,-4%,21µM*

# Full records, quoted from the list.
# Profile of `CC(C)(C)NC(=O)NC(=O)COC(=O)C1c2ccccc2Oc2ccccc21` = KAT2A inh = -18%; TDP1 inh = .; TDP1 cell noCPT = -11%
# Profile of `O=C(Nc1cccnc1N1CCOCC1)c1cc2ccccc2oc1=O` = KAT2A inh = -6%; TDP1 inh = 6%; TDP1 cell noCPT = ?

# Next part:
SMILES,KAT2A inh,TDP1 inh,TDP1 cell noCPT
CCOC(=O)c1c(-c2ccccc2)oc2ccc(NS(=O)(=O)c3ccc(OC)cc3)cc12,-5%,.,3.3µM*
O=C(Oc1ccc2ccc(O)cc2c1)c1ccccc1Cl,-4%,.,-14%
CCOc1ccc2nc(NC(=O)c3nc(SCc4ccc(C)cc4)ncc3Cl)sc2c1,1%,-5%,-3%
CC(C)CCNC(=O)c1ccc2c(c1)N(Cc1ccccc1)C(=O)CS2=O (centres undefined),-4%,2%,?
O=C(CSc1nnc(-c2ccccc2)c(-c2ccccc2)n1)NCC1CCCO1 (centres undefined),-2%,3%,?
N#Cc1cnn(-c2ccccc2)c1NC(=O)c1ccccc1F,0%,0%,12%
CN(C)C1(CNC(=S)Nc2ccccc2C(F)(F)F)CCCCC1,-1%,0%,-10%
CCN(CC)CCNc1nc(-c2ccccc2)nnc1C(F)(F)F,-1%,0%,-14%
CCCCN(C)C(=O)C1CCCN(c2ncnc3onc(-c4ccc(F)cc4)c23)C1 (centres undefined),13%,3%,23µM*
Clc1ccc2nc(SCc3nnc(-c4ccccc4)o3)[nH]c2c1,-12%,2%,?
C=CCn1c(=O)n(C(=O)OCC)c2cc(Br)ccc21,-5%,-3%,-17%
CCC1CCCCN1C(=O)Nc1cccc(NC(=O)N2CCCCC2CC)c1 (centres undefined),-18%,12%,?
Cc1ccc(C(=O)Nc2cccc(Oc3ccccc3)c2)o1,?,0%,?
CC(C)(C)c1ccc(C(=O)Nc2ccc(C(=O)N3CCOCC3)cc2)cc1,-14%,4%,21µM*
CCc1ccccc1N=C1SCC(=O)N1C,-2%,-4%,-1%
Cc1c(NC(=O)c2ccc(S(=O)(=O)N(C)c3ccccc3)cc2)c(=O)n(-c2ccccc2)n1C,-9%,-2%,-10%
Cc1ccc(-n2nc3c(c2NC(=O)CCC2CCCCC2)CS(=O)C3)cc1 (centres undefined),-4%,3%,-21%
O=C(Nc1cccc(F)c1)C1CCN(C(=O)c2ccc(Cl)cc2)CC1,-8%,0%,?
Cc1noc(C)c1S(=O)(=O)N1CCN(S(=O)(=O)c2ccccc2C#N)CC1,-8%,.,-9%
COc1ccc(C/C(C)=N\NC(=O)c2cn(C)c3ccccc23)cc1OC,-3%,6%,?
CCOC(=O)c1c(NC(=O)C(C)OC(=O)c2ccc(NC(=O)CC#N)cc2)sc2c1CCCC2 (centres undefined),-29%,.,?
Cc1cccc(-c2nc(C#N)c(N3CCCCCC3)o2)c1,-4%,11%,?
COc1ccc(-n2c3c(c(=O)[nH]c2=O)C(NS(=O)(=O)c2ccc(Cl)cc2)(C(F)(F)F)C(=O)N3)cc1 (centres undefined),-17%,3%,-5%
O=C(Nc1cc(S(=O)(=O)Nc2ccc(Cl)cc2)ccc1O)c1ccc(S(=O)(=O)N2CCCCCC2)cc1,-3%,3%,21µM*
CSc1cc(C)nc(NC(C)=O)n1,-2%,2%,0%
COc1ccc(NC2C=CS(=O)(=O)C2)cc1 (centres undefined),.,3%,-1%
CCCc1cc(=O)[nH]c(SCC(=O)N2CCN(S(=O)(=O)c3ccc4ccccc4c3)CC2)n1,-3%,5%,-3%
O=C(c1cc(C(=O)N2CCOCC2)c2nc3ccccc3n2c1)c1cc(Cl)cc(Cl)c1O,?,6%,-14%
CCOC(=O)C(=CNc1ccc(S(N)(=O)=O)cc1)C(=O)OCC,-4%,-2%,1%
CC1(c2ccc(Cl)cc2)NC(=O)N(CC(=O)N2CCc3ccccc3C2)C1=O (centres undefined),-3%,3%,-15%

# Next part; it opens with the 2 that closed the last part.
SMILES,KAT2A inh,TDP1 inh,TDP1 cell noCPT
CCOC(=O)C(=CNc1ccc(S(N)(=O)=O)cc1)C(=O)OCC,-4%,-2%,1%
CC1(c2ccc(Cl)cc2)NC(=O)N(CC(=O)N2CCc3ccccc3C2)C1=O (centres undefined),-3%,3%,-15%
CC(=O)Nc1nc2ccccc2n1CCOc1ccccc1,-12%,7%,?
CCOc1ccc(N2CC(NC(=O)c3cccs3)CC2=O)cc1 (centres undefined),-1%,5%,-14%
Cc1cc(C)c2oc(C(=O)N(Cc3ccc(F)cc3)C3CCS(=O)(=O)C3)cc(=O)c2c1 (centres undefined),-4%&-8%,5%&7%,-20%&-5%
O=C(CCc1ccccc1)NCC1OCCc2ccccc21 (centres undefined),1%,-9%,?
CC(C)Oc1cccc(C(=O)C2CCCN(C(=O)CCc3cnn(C)c3)C2)c1 (centres undefined),4%,2%,?
CC1CCCCN1C(=O)CCNS(=O)(=O)c1ccc2c(c1)c(=O)n(C)c(=O)n2C (centres undefined),-2%,5%,11%
CCc1ccnc(NC(=O)NS(=O)(=O)c2ccc(C)cc2)c1,0%,-4%,-11%
CC(=O)c1cccc(NC(=O)N2CCCC2C(=O)Nc2ccc3c(c2)OCCO3)c1 (centres undefined),0%,8%,-32%
CCOC(=O)C1=CN(CC)S(=O)(=O)NC1c1ccc(F)c(Cl)c1 (centres undefined),1%,-1%[56.1 µM],-23%
Cc1cccc(NC(=O)c2ccc3snnc3c2)c1C,-6%,3%,-9%
Cc1nc2c(-c3ccccc3)c(C)nn2c(N)c1-c1ccccc1,-4%,0%,29µM*
Cc1c(C(=O)N(C)Cc2nc3ccccc3c(=O)[nH]2)oc2ccccc12,-2%,2%,23µM*
COc1ccc(NC2=CC(=S)NC(C)(C)C2)cc1,2%,10%,?
CC1=C(C(=O)OCc2ccccc2)C(c2ccccn2)c2c(n(C)c(=O)n(C)c2=O)N1 (centres undefined),1%,6%,-2%&-24%
Cc1csc(CNC(=O)C2CCC(=O)N(CCCc3ccccc3)C2)n1 (centres undefined),3%,1%,12%
O=C(O)Cc1sc(Nc2ccccc2)nc1-c1ccc(Cl)cc1,-13%,6%,-29%
CCCCNC(=S)N(C)/N=C/c1ccc(OCc2ccc(C(=O)OC)cc2)c(OC)c1,-12%,5%,15µM*
CCCCn1c(N)c(N(CCC(C)C)C(=O)CSc2nnc(Nc3ccccc3)s2)c(=O)[nH]c1=O,-17%,8%,-13%
Cc1ccc(NC(=O)CN2C(=O)COc3ccc(S(=O)(=O)N4CCCCC4)cc32)cc1N(C)C,-5%,-3%,21µM*
N#CC(c1ccc(Cl)nn1)c1ccccc1Cl (centres undefined),0%,4%,4%
COc1cc(C(=O)Nc2ccccc2OCc2cc(=O)n3c(C)csc3n2)cc(OC)c1OC,3%,-4%,-28%
Cc1cc(C)c[n+](-c2[nH]c(=O)sc2/C=N/NC([S-])=Nc2ccccc2)c1,-16%,-6%,8%
CSc1ccccc1C(=O)C1CCCN(C(=O)c2cc(C(C)C)no2)C1 (centres undefined),-4%,6%,?
COc1ccccc1-c1noc2ncnc(Nc3cccc(C)c3C)c12,-1%,.,?
Cc1[nH]c2ccccc2c(=O)c1CN1CCCCC1,-10%,2%,-11%
Nc1cc(=O)[nH]c(SCC(=O)Nc2ccc([N+](=O)[O-])cc2)n1,-4%,6%,0%
CCCn1ncc(CN2CCN(Cc3ccsc3)C(CCO)C2)c1C (centres undefined),-2%,1%,-5%
CCC(C)n1c(OC)nc2c1c(=O)n(C)c(=O)n2C (centres undefined),13%,0%,?
O=C(NCc1ccco1)C(=O)c1cn(CC(=O)N2CCCC2)c2ccccc12,-13%,3%,3%
COc1cc(OC)cc(C(=O)N2c3ccc(F)cc3CCC2C)c1 (centres undefined),4%,3%,12µM*
O=C(CSc1nnc(-c2ccccc2)n1-c1ccc(Cl)cc1)NC1CCS(=O)(=O)C1 (centres undefined),13%,-1%,-19%
CCOc1ccc(C(=O)NCc2ccccc2OC)cc1,-4%,-3%,-19%
CCOC(=O)C1CCN(C(=O)COc2ccc([N+](=O)[O-])cc2)CC1,1%,8%,-17%
CCc1nnc(NC(=O)CSc2nnc(CNc3ccc(F)cc3)n2C2CCCCC2)s1,-2%,7%,-1%
O=C(Nc1ccncc1)c1c(F)cccc1F,3%,1%,?
c1ccc(C2CCCN(Cc3nc(CC4CC4)no3)CC2)cc1 (centres undefined),0%,-2%,-19%
CCc1nn(CCCC(=O)NC(C)c2ccccc2)c(=O)c2cc3occc3n12 (centres undefined),-4%&-2%,1%&-3%,?
COc1ccc(C2C(C(=O)NCc3cccnc3)c3cc(OC)c(OC)cc3C(=O)N2C)cc1 (centres undefined),-4%[0.501 µM],2%,-8%
O=[N+]([O-])c1cc(Br)cc(/C=N/n2cnnc2)c1O,-11%,-2%,?
CC(=O)Nc1ccc(Oc2ccc([N+](=O)[O-])cc2Cl)cc1,0%,0%,?
Cc1ccc(Cn2c(CN3CC(C)OC(C)C3)nc3c2c(=O)[nH]c(=O)n3C)cc1 (centres undefined),1%,2%,-15%
O=C(C1CCC(Cn2c(=S)[nH]c3ccccc3c2=O)CC1)N1CCOCC1 (centres undefined),-22%,-5%,-25%
CCOC(=O)c1c(NC(=O)CCCOc2ccc(C(C)(C)C)cc2)sc2c1CCC2,-6%,-15%[12.3 µM],4%
O=c1cc(-c2ccc(O)cc2)oc2ccc(O)cc12,-24%&-12%,2%[56.1 µM],?
N#Cc1cc([N+](=O)[O-])ccc1NC(=O)CSc1n[nH]c(=O)[nH]c1=O,-3%,1%,-16%
O=c1c2sc3ccccc3c2n(Cc2cccc(C(F)(F)F)c2)c(=O)n1Cc1ccc(F)cc1,-3%,1%,?
Cc1nn(CC(=O)N2CCOCC2)c(=O)c2nn(-c3ccccc3)c(C)c12,-4%,1%,26%

# A stretch taken from the entries so far, for reference:
SMILES,KAT2A inh,TDP1 inh,TDP1 cell noCPT
N#Cc1cc([N+](=O)[O-])ccc1NC(=O)CSc1n[nH]c(=O)[nH]c1=O,-3%,1%,-16%
O=c1c2sc3ccccc3c2n(Cc2cccc(C(F)(F)F)c2)c(=O)n1Cc1ccc(F)cc1,-3%,1%,?
Cc1nn(CC(=O)N2CCOCC2)c(=O)c2nn(-c3ccccc3)c(C)c12,-4%,1%,26%

# Screening data from PubChem.

# These rows are one share of the data. The share of hits here may be higher or lower than overall.
